p53 reactivation = qHTS assay for re-activators of p53 using a Luc reporter; 0.063% of 320,000 active; H1299 p53-A138V BP100-luciferase reporter, luminescence, 24 h; Potency, µM (series often up to 92.2 µM), without a hit: at the highest dose activity change, positive = activation, most hits filed as activators; note: potency is the fitted concentration of half-maximal effect; % of control where 0% means no effect; nearly all actives have a fitted effect of over 45% in size
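p53-null H1299 cells stably carrying temperature-sensitive p53-A138V and a BP100-luciferase reporter were pinned with compounds (4-point, 1:5 series) and held 24 hrs at 37 deg C. Luminescence was read 10 min after detection reagent.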
Integrin act MD = qHTS for Activators of Integrin-Mediated Alleviation for Muscular Dystrophy; Potency, µM (top dose mostly 38.3 µM), inactives show top-dose activation, usual class: activators; alpha7betagal myoblasts, beta-gal FDG fluorescence, 48 h; AID 624291, 2012; 0.064% of 350,000 active;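 note: potency is the fitted concentration of half-maximal effect; 100% = response of the positive control SU9516; nearly all actives have a fitted effect of over 60% in size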
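Alpha7betagal+/- myoblasts (passage 13) were plated 16-24 hr, then exposed to compounds (1:260 dilution of DMSO stock) for 48 hours at 37C. After MPER lysis, β-galactosidase reporter activity was read as FDG fluorescence (ex 480/em 540) after 30 minutes.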
B2AR arrestin = qHTS assay of beta-arrestin-biased ligands of beta2-adrenergic receptor; beta-arrestin recruitment to beta2AR, cell-based reporter; Potency, µM (series often up to 46.1 µM), for inactives: at the highest dose activation, most hits filed as activators; 0.02% of 330,000 active;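 note: potency is the fitted concentration of half-maximal effect; 0% = DMSO controls and full agonism = EC100 isoproterenol or metaproterenol; nearly all actives have a fitted effect of over 65% in size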
Target sequence (P07550 whole entry, looked up): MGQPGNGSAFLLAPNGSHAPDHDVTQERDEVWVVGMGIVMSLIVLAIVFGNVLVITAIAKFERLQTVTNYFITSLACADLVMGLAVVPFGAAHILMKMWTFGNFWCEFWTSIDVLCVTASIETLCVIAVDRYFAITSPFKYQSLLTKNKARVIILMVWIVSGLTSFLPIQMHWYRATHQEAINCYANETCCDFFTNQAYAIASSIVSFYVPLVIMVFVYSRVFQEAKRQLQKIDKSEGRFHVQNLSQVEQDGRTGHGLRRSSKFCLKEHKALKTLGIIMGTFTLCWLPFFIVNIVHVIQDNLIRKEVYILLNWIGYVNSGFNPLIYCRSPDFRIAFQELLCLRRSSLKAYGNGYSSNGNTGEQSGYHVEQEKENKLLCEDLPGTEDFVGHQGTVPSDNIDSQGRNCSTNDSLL
TCR activator = Activators of T cell receptors: qHTS campaign; primary human leukocytes, anti-CD3, IL-2 HTRF, 48 h; Potency, µM (titrated, usually from 9.22 µM), for the others: top-dose activation of IL-2 secretion, actives largely listed as activators; 330,000 tested, under 10 active; note: % of control where 0% means no effect
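Using a-CD3 beads without co-stimulation, primary human leukocytes were exposed to compounds for 48 hr. An HTRF IL-2 kit measured the cytokine, with europium-to-d2 energy transfer producing emission at 665nm upon 320nm excitation.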
TRPV1 ag = HTS Assay for Compounds that Act as Agonists of the Vanilloid Receptor 1. Transient receptor potential cation channel subfamily V member 1 (Homo sapiens), Q8NER1. TRPV1-expressing cells, Fluo-8 calcium influx, agonist mode. activation, % at 8.33 µM. 0.19% of 320,000 active. AID 540275, 2011; in the data active = activation above about 80%; inconclusive = between about 30% and that limit; note: 0% is about no effect
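Cells expressing TRPV1 were dye-loaded with Fluo-8 and read kinetically: 10 s baseline, 3 min after compound (agonist portion), then 2 min after EC20 capsaicin (allosteric enhancer portion). Calcium-bound dye fluorescence at 480/520 nm.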
BRCA1 expr up = qHTS Assay to Identify Small Molecule Activators of BRCA1 Expression. Potency, µM (top dose mostly 46.1 µM), inactives show at the highest dose activation, usual class: activators. AID 624202, 2012. 1.1% of 380,000 active. MCF7-BRCA1-FFLuc reporter, luminescence, 48 h; response scale: scaled: vehicle 0%, 10 µM genistein 100%; note: potency is the fitted concentration of half-maximal effect; nearly all actives have a fitted effect of over 80% in size; some results filed as inactive show a strong effect at the top dose
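Quantitative HTS in MCF7 cells stably reporting BRCA1 expression via firefly luciferase. Compound treatment lasts 48 h at 37 °C in phenol-red free MEM. Activation is expressed relative to genistein at 10 microM and DMSO.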
AT treatment = qHTS Assay for Identifying a Potential Treatment of Ataxia-Telangiectasia; […] A-T fibroblasts, KAP-1 phosphorylation AlphaLISA; neocarzinostatin DNA damage 30 min before lysis; Potency, µM (titrated, usually from 57.5 µM), without a hit: at the top dose activation, actives largely listed as activators; 0.19% of 320,000 active; AID 485349, 2010; note: potency is the fitted concentration of half-maximal effect; % of control where 0% means no effect; nearly all actives have a fitted effect of over 45% in size
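ATM-like activity read as KAP-1 phosphorylation via AlphaLISA donor/acceptor antibody pairs after lysis and 6 hr at 25C. Cells were ATM-null patient fibroblasts ([…], hTERT), dosed 60 min, then exposed to the DSB inducer NCS for 30 min.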
ELG1 DNA repair = qHTS screen for small molecules that inhibit ELG1-dependent DNA repair in human embryonic kidney (HEK293T) cells expressing luciferase-tagged ELG1; HEK293T ELG1-luciferase reporter, luminescence, 16 h; DNA damage induced by 5-fluorouridine; Potency, µM (doses to about 46.1 µM), for the others: at the top dose activity change, negative = inhibition, hits mostly inhibitors; 2.3% of 330,000 active; AID 504467, 2011; note: potency is the fitted concentration of half-maximal effect; % is set by controls: 0 for no effect and ±100 for the full control effect; nearly all actives have a fitted effect of over 55% in size
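5-Fluorouridine DNA damage + compound/DMSO, 2,000 cells/well, 16 h, 37 °C/5% CO2. ONE-Glo, 30 min RT, luminescence. Readout = decrease in reporter signal.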
CXXC DNA block = qHTS Fluorescence Polarization Assay for Inhibitors of MLL CXXC domain - DNA interaction | MLL-CXXC / FITC-HOXA9 DNA fluorescence polarization | Potency, µM (doses to about 115 µM), for the others: at the top dose activity change, negative = inhibition, actives largely listed as inhibitors | 0.037% of 290,000 active | AID 2662, 2010; active = well fitted inhibition curve with a large enough effect in the polarisation, with a control signal flat, not every such curve was filed as active; inconclusive = small, poorly fitted or top-dose-only effect, or effect the other way, or a change in a side signal; inactive = no such curve, though single readings can be large or run the other way; the % refers to the polarisation; note: potency is the fitted concentration of half-maximal effect
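Purified MLL-CXXC (added from a 7 uM solution) was preincubated 5 min at ambient with pinned compounds in 50 mM Tris-HCl pH 7.5, 50 mM NaCl, 1 mM DTT, 0.05% BSA. Fluorescein-labeled HOX-A9 DNA (50 nM solution) followed, 30 min, then polarization read.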
PTAP TSG101 blk = qHTS Assay for Iinhibitors of HIV-1 Budding by Blocking the Interaction of PTAP/TSG101; Tumor susceptibility gene 101 protein (Homo sapiens), Q99816; Fluorescence polarization, FITC-PTAP peptide / Tsg101 binding; Potency, µM (highest dose often 115 µM), without a hit: at the top dose activity change, negative = inhibition, most hits filed as inhibitors; 340,000 tested, under 10 active; AID 493005, 2010; active = well fitted inhibition curve with a large enough effect in the main read-out, with a control signal flat, not every such curve was filed as active; inconclusive = small, poorly fitted or top-dose-only effect, or effect the other way, or a change in a side signal; inactive = no such curve, though single readings can be large or run the other way; note: potency is the fitted concentration of half-maximal effect; % of control where 0% means no effect
Target sequence (Q99816 whole entry, looked up): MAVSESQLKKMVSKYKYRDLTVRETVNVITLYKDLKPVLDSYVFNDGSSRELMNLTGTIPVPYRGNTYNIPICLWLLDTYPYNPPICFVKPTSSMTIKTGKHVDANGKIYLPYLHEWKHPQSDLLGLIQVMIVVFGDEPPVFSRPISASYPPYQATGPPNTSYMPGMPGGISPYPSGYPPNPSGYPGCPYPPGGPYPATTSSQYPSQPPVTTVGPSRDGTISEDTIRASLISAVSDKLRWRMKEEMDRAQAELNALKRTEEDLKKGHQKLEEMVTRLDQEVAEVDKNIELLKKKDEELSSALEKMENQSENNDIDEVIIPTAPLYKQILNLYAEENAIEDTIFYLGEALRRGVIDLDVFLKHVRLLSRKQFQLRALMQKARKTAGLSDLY
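FP read-out: FITC-PTAP peptide, 50 nM final, binding Tsg101 binding domain, 10 uM final; 20 min, r.t.; 10 mM HEPES pH 7.5, 0.15 M NaCl, 0.01% Tween 20, 3 mM EDTA, 0.1 mM TCEP.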
Numbers without * were called inactive; ? = inconclusive; · = no result given; [ ] = remark or other dose. Unless noted, calls come from the whole dose curve; as a rule, active = well fitted curve in the direction sought with a large enough effect; inconclusive = small, poorly fitted or top-dose-only effect, or another doubt; inactive = no such curve, though single readings can be large; an effect the other way counts as inactive or inconclusive.

Second line of a record: p53 reactivation	Integrin act MD	B2AR arrestin	TCR activator	TRPV1 ag	BRCA1 expr up	AT treatment	ELG1 DNA repair	CXXC DNA block	PTAP TSG101 blk
O=C(Nc1cccc([N+](=O)[O-])c1)Nc1cccs1
    27%	23%	-0.2%	3%	?	-3%	0%	-27%	-11%	4%
COc1cccc(NC(=O)c2nnn(Cc3ccc(Br)cc3F)c2N)c1
    7%	5%	-0.2%	0%	11	66%	14%	?	2%	-1%
O=C(Nc1ccccc1C(F)(F)F)Nc1cccc2ccccc12
    -9%	1%	-0.4%	·	-10	0%	10%	12%	-7%	-9%
O=C(OC1CCOC1=O)c1cc(-c2ccc(Cl)cc2)nc2ccccc12 (stereo not given)
    -3%	13%	-0.4%	1%	4	-6%	-1%	5%	9%	-1%
CN(C)c1nnnn1-c1ccccc1Oc1ncc(C(F)(F)F)cc1Cl
    0%	11%	0.5%	-3%	1	-19%	0%	6%	3%	0%
COc1ccc(/C=C2\SC(=S)N(CC(=O)Nc3nnc(C)s3)C2=O)cc1
    2%	-4%	-1.1%	1%	-3	44%	6%	21%	30%[activator]	-2%
CCOc1ccccc1OCCCOc1ccc([N+](=O)[O-])cc1Cl
    -11%	-30%	-0.5%	-1%	-6	64%	-2%	?	?	-4%
COc1ccc(S(=O)(=O)N2CCC(C(=O)NC3CC3)CC2)cc1Cl
    -5%	27%	-0.8%	-3%	3	-11%	0%	-1%	11%	-2%
COc1cc(C)ccc1OCC(=O)NCC1CCCO1 (stereo not given)
    13%	11%	-0.4%	-15%[46.1 µM]	·	9%	5%	?	·	-2%
Cc1c(S(=O)(=O)NC(C)c2ccccc2)c(=O)n(C)c(=O)n1C (stereo not given)
    11%	22%	1.0%	8%	3	-12%	-10%	5%	14%	·
O=C(NCc1ccccc1)C(C(=O)c1ccc(F)cc1)n1ccccc1=O (stereo not given)
    10%	8%	-0.4%	2%	2	4%	-5%	22%	12%	-2%
S=C(NCCc1ccccc1)NCc1cccc(Cl)c1
    8%	3%	-0.8%	-4%	13	74%	21%	12%	-5%	0%
Cc1ccc(N=C2NC(=O)S/C2=C\c2ccco2)cc1
    25%	-8%	2.6%	-6%[46.1 µM]	-2	15%	·	?	-3%	-3%
CCn1c(C(C)NC(=O)c2cccc(C)c2)nc2ccccc21 (stereo not given)
    -6%	-3%	0.0%	3%	24	-4%	-2%	4%	20%	-6%
CCn1c(CNC(=O)COc2ccc(C(C)C)cc2)nnc1SCC(=O)Nc1cc(F)ccc1C
    -4%	-4%	-1.0%	11%	1	-8%	4%	?	-1%	-9%
CCc1nonc1NC(=O)c1oc2cc(C)c(Cl)cc2c1C
    1%	29%	-0.4%	0%	0	4%	23%	23%	1%	2%
Cc1cc(OC(=O)CNC(=O)OC(C)(C)C)c2c(C)cc(=O)oc2c1
    -1%	11%	0.4%	-3%	4	0%	-3%	-5%	14%	-3%
COc1ccc(OCC(=O)Nc2ccccc2C(=O)N2CCCC2)cc1
    -12%	22%	-1.0%	-3%	0	0%	0%	-1%	7%	-4%
Cc1c(NC(=O)CN2C(=O)C(=O)c3ccccc32)c(=O)n(-c2ccccc2)n1C
    -3%	-16%	0.6%	3%	2	5%	-6%	3%	-6%	-1%
CCN(CC)CCNC(=O)Cc1c(C(=O)O)n(CC)c2ccccc12
    -3%	2%	-0.2%	3%	-3	5%	2%	?	0%	-5%
CCc1ccc(NC(=O)Cn2c(=O)c3cccn3c3ccccc32)cc1
    -13%	-80%[inhibitor]	0.0%	6%	1	-46%	7%	30%	3%	-2%
O=C(NCCCN1CCOCC1)c1cccc(NC(=O)c2ccccc2)c1
    ·	-33%	·	0%	·	7%	·	·	·	-6%
O=C1/C(=C/c2ccco2)Oc2c1ccc(O)c2CN1CCCCC1
    -8%	-39%	0.1%	-6%	0	7%	-5%	-22%	?	?
COc1c2c(cc(O)c1C(C)=O)OC(C)(C)C=C2
    ·	16%	·	-2%	·	1%	·	·	·	-4%
COc1cc(SC)ccc1C(=O)Nc1ncc(C)s1
    0%	?	-0.1%	-1%	?	?	-3%	?	21%	1%
Nc1c2c(nc3ccn(-c4ccccc4)c(=O)c13)CCCCC2
    4%	33%	0.1%	0%	1	82%	6%	?	7%	-5%
CC1CC(C)CN(C(=O)CCC(=O)Nc2nnc(C(C)C)s2)C1 (stereo not given)
    0%	22%	-0.8%	5%	1	10%	0%	22%	19%	-4%
O=C(Cn1cc(COc2cccc([N+](=O)[O-])c2)nn1)c1ccc(O)cc1
    ·	0%	·	1%	·	-8%	·	·	·	-2%
Cc1ccc(S(=O)(=O)NCC(=O)N2CCOCCOCCOCCOCC2)cc1
    3%	-17%	0.0%	-3%	1	-5%	-3%	11%	8%	-3%
Nc1c(Cl)cnc(C(Cl)(Cl)Cl)c1Cl
    -2%	0%	0.0%	-4%	1	-56%	3%	-3%	1%	-2%
CC(C)CCC1CC(CSC(=N)N)OC1=O (stereo not given)
    ·	-12%	·	·	0	-3%	·	·	-6%	-1%
CC1CCCN(Cc2nc3c(c(=O)n(C)c(=O)n3C)n2CC(N)=O)C1 (stereo not given)
    1%	-13%[7.66 µM]	-0.7%	-9%	1	2%	5%	3%	0%	-1%
O=C(NCCN1C(=O)S/C(=C\c2ccc(Cl)cc2Cl)C1=O)C1=COCCO1
    17%	-27%	-0.1%	-1%	8	-38%	-1%	28%	·	-1%
CCOc1ccc(/C(O)=C2\C(=O)C(=O)N(CCN(C)C)C2c2cc(OC)ccc2OC)cc1Cl (stereo not given)
    ·	0%	·	-1%	·	0%	·	·	·	1%
C[C@H]1CN[C@@H](CCO)/C1=C\c1ccccc1
    ·	32%	·	-101%	·	7%	·	·	·	2%
Cc1ccc(CC(=O)OC(C)C(=O)NC2CCCCC2C)cc1C (stereo not given)
    0%	-27%	0.1%	·	?	-3%	12%	2%	·	-2%
C/C(=C\C(=O)c1ccc(C)o1)Nc1ccc(C(=O)O)cc1C
    -5%	6%	-0.2%	·	-2	-1%	-5%	21%	1%	-3%
COc1ccc(C2CC(C(F)(F)F)n3nc(C(=O)NCc4c(C)nn(C)c4C)c(Cl)c3N2)cc1 (stereo not given)
    7%	-49%[inhibitor]	4.3%	8%	3	-66%	3%	?	6%	-2%
CCOc1ccc(N2C(=O)CC(n3nc(C)cc3C)C2=O)cc1 (stereo not given)
    0%	?	-0.8%	1%[46.1 µM]	-2	17%	8%	-8%	-3%	-4%
COC(=O)c1ccc(N2CCN(CC(=O)c3ccc(-c4ccccc4)cc3)CC2)c([N+](=O)[O-])c1
    0%	-3%	-0.5%	1%	-3	22%	3%	?	-3%	6%

Six entries already listed, arranged by heavy-atom count, high to low:
Second line of a record: p53 reactivation	Integrin act MD	B2AR arrestin	TCR activator	TRPV1 ag	BRCA1 expr up	AT treatment	ELG1 DNA repair	CXXC DNA block	PTAP TSG101 blk
COC(=O)c1ccc(N2CCN(CC(=O)c3ccc(-c4ccccc4)cc3)CC2)c([N+](=O)[O-])c1
    0%	-3%	-0.5%	1%	-3	22%	3%	?	-3%	6%
O=C(NCCN1C(=O)S/C(=C\c2ccc(Cl)cc2Cl)C1=O)C1=COCCO1
    17%	-27%	-0.1%	-1%	8	-38%	-1%	28%	·	-1%
CC1CCCN(Cc2nc3c(c(=O)n(C)c(=O)n3C)n2CC(N)=O)C1 (stereo not given)
    1%	-13%[7.66 µM]	-0.7%	-9%	1	2%	5%	3%	0%	-1%
Cc1ccc(CC(=O)OC(C)C(=O)NC2CCCCC2C)cc1C (stereo not given)
    0%	-27%	0.1%	·	?	-3%	12%	2%	·	-2%
CCOc1ccc(N2C(=O)CC(n3nc(C)cc3C)C2=O)cc1 (stereo not given)
    0%	?	-0.8%	1%[46.1 µM]	-2	17%	8%	-8%	-3%	-4%
CC(C)CCC1CC(CSC(=N)N)OC1=O (stereo not given)
    ·	-12%	·	·	0	-3%	·	·	-6%	-1%

Source: PubChem BioAssay
